High-throughput results deposited in PubChem by National Center for Advancing Translational Sciences (NCATS).
12-hLO inh: blocks human 12-lipoxygenase activity; AID 1452; 0.12% of 150,000 active; purified 12-hLO, xylenol orange hydroperoxide absorbance; Potency, µM (highest dose often 57.1 µM), for the others: at the top dose activity change, negative = inhibition, most hits filed as inhibitors; also: potency is read from the fitted curve at half-maximal effect; nearly all actives have a fitted effect of over 55% in size; many of its hits are not listed in these tables
Target sequence (P18054 whole entry, looked up): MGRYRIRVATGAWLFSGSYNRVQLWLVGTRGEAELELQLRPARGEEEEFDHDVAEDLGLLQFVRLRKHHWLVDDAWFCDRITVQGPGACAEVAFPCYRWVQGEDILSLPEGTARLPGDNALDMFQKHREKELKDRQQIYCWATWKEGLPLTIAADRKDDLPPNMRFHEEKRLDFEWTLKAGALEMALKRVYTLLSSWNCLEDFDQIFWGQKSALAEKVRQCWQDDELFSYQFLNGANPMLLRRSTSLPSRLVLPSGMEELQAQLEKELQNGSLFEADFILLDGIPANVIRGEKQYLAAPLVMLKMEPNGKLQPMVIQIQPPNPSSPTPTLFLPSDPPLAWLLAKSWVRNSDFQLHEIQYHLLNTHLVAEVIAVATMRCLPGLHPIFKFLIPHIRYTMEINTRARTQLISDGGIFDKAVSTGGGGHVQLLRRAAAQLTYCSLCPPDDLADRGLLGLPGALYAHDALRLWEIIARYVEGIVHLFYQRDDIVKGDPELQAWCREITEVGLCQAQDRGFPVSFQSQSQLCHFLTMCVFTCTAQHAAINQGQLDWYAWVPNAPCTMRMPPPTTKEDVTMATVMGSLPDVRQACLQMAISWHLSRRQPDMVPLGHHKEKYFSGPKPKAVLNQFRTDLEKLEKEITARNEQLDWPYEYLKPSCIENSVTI
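150 nM 12hLO, 25 mM Hepes pH 7.0 + 0.01% Triton X-100; cpd preinc 15 min RT; 40 uM arachidonic acid, 30 min RT; Fe-XO 30 min; A573/A405 ratio as read-out.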
15-hLO-2 inh: 15-hLO-2 (ALOX15B) enzyme inhibition; purified 15hLO-2, xylenol orange hydroperoxide absorbance; Potency, µM (doses to about 57.1 µM), inactives show at the highest dose activity change, negative = inhibition, most hits filed as inhibitors; O15296; 0.56% of 110,000 active; also: potency is read from the fitted curve at half-maximal effect; nearly all actives have a fitted effect of over 60% in size; many of its hits are not listed in these tables
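Read-out: hydroperoxide product oxidises ferrous iron, measured as xylenol orange complex via the 573-to-405 nm absorbance ratio after 30 min. Reaction: 50 nM enzyme, 15 min compound preincubation, 45 uM arachidonic acid, 90 min RT, Hepes pH 7.5 with Triton X-100.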
PNC inhibitor: inhibitors of perinucleolar compartment assembly; PC3M PTB-GFP, PNC prevalence imaging, 16 h; hits give low values; activity change (PNC), negative = inhibition, % at 10 µM; 3.1% of 140,000 active; AID 2417;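 active = readout at or below -70, meaning at least 70% loss of cells showing the perinucleolar compartment, a nuclear body marking cancer cells; inconclusive = readout between -30 and a set limit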;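 also: plate controls were DMSO wells for no effect and camptothecin positive control wells for full effect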
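PC3M cells stably expressing PTB-GFP, 750–1000 cells/well, treated 16 h at 37 °C with compound (23 nl of library stock), in duplicate. After paraformaldehyde fixation and Hoechst stain, imaged at 20x; PNC prevalence scored by image analysis.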
IMPase cell inh: cell-permeable inhibitors of inositol monophosphatase (IMPase); inhibition (IP1 accumulation), % at 46.1 µM; 120,000 tested, under 10 active; CHO-M1 cells, IP1 accumulation, HTRF TR-FRET ratio; P97697; AID 901; active = well fitted curve in the direction sought with a large enough effect in the signal ratio, not every such curve was filed as active; inconclusive = small, poorly fitted or top-dose-only effect, or a change in a side signal; inactive = no such curve, though single readings can be large or run the other way; the % refers to the signal ratio;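 also: cells stimulated with carbachol in lithium chloride buffer; plate controls were DMSO basal wells for no effect and reference inhibitor wells for full effect; higher means more IMPase inhibition seen as more IP1 and lower FRET ratio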
Target sequence (P97697 whole entry, looked up): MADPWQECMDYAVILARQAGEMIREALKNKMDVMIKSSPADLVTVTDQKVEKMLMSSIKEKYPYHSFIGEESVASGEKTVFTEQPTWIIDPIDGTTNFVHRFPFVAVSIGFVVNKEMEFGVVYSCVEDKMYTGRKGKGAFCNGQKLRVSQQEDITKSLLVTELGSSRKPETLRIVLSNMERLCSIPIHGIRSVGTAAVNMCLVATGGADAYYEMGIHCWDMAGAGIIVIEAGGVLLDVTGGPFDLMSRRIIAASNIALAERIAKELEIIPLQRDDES
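CHO-M1 cells (CHO stably expressing M1 receptor), compound up to 46 uM final, stimulated with carbachol (50 uM as added) in buffer with 50mM LiCl, pH 7.4, 30 min at 37C. Cytosolic IP1 read by TR-FRET; AC50 from Hill fits.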
* = called active by the depositor; ? = inconclusive; nt = no result given; [ ] = another dose, or the depositor's remark. Unless noted, calls follow the shape of the dose curve; as a rule, active = well fitted curve in the direction sought with a large enough effect; inconclusive = small, poorly fitted or top-dose-only effect, or another doubt; inactive = no such curve, though single readings can be large; an effect the other way counts as inactive or inconclusive. Unless noted, % is scaled to controls: 0 for no effect and ±100 for the full control effect.

cpd	compound	12-hLO inh	15-hLO-2 inh	PNC inhibitor	IMPase cell inh
1	COc1ccc(C2NC(c3ccc(OC)cc3)C(c3ccccc3)C(=O)C2c2ccccc2)cc1 (stereo not drawn)	0.3%	nt	34.0	nt
2	COc1cc(/C=N/NC(=O)C(=O)NCC2CCCO2)ccc1O (stereo not drawn)	-0.1%	nt	23.1	nt
3	CN(c1ccccc1)c1ccc(/C=N/N2CCOCC2)cc1	-7.4%	nt	?	nt
4	COC(=O)c1[nH]c2cccc(OC)c2c1NC(=O)CN1CCOCC1	-2.4%	-1.1%	?	?
5	CCCOc1ccc(C(=O)NCCCn2ccnc2)cc1	0.8%	21.9%	16.8	-3.7
6	Cc1cccc(OCC(=O)Nc2ccc3c(c2)OCCO3)c1	1.1%	5.0%[2.29 µM]	?	8.9
7	CC(=O)Nc1ccc(N=Cc2ccc(OCc3ccccc3)cc2)cc1	3.6%	nt	9.6	4.0
8	O=C(CN(Cc1ccc2c(c1)OCO2)C(=O)CNS(=O)(=O)c1ccccc1)NCc1ccco1	-2.3%	-0.6%	-27.5	-2.4
9	CCCCCOc1ccc(CN2CCOCC2)cc1Cl	-2.2%	40.8%[activator]	47.5	9.6
10	c1ccc(CCc2ccccc2-c2nc(-c3ccccn3)no2)cc1	3.4%	7.7%[2.29 µM]	3.4	6.3
11	CCCCCCCC1CC(/C(C)=N/NC(N)=O)OC1=O (stereo not drawn)	-1.3%	nt	50.9	nt
12	O=C(Nc1cccc(C(=O)N2CCN(Cc3ccccc3)CC2)c1)c1ccccc1	1.0%	9.6%	-3.4	3.9
13	Cc1ccnc2nc(C(=O)Nc3nnc(CC(C)C)s3)nn12	1.7%	-1.3%	25.8	-2.4
14	COc1ccc(NC(=O)/C(Cl)=C(/Cl)S(=O)(=O)Cc2ccccc2)cn1	-15.6%	-5.2%	-20.7	3.8
15	COc1ccc(S(=O)(=O)N2CCC(C(=O)N3CCCC3)CC2)cc1	1.6%	2.6%	-6.1	15.3
16	O=C(CSc1ccc2c(c1)OCCO2)NC(=O)Cc1ccccc1	0.3%	nt	28.8	nt
17	COC(=O)c1ccc2c(=O)n(CCCCCC(=O)NCc3ccc4c(c3)OCO4)c(=O)[nH]c2c1	-6.1%	?	-26.4	-9.3
18	Cc1ccc(C(=O)NCCSC2CCCCC2)cc1S(=O)(=O)Nc1ccccc1	?	-29.2%	20.0	-8.9
19	CCN1C(=O)C(CC(=O)Nc2c(C)cccc2C)SC1=Nc1ccc(S(N)(=O)=O)cc1 (stereo not drawn)	0.1%	nt	41.6	5.9
20	CC(C)C(NS(=O)(=O)c1cccs1)C(=O)NCc1ccc2c(c1)OCO2 (stereo not drawn)	-6.9%	8.0%	0.0	?

An excerpt of these results, with one line to a screen.
8. O=C(CN(Cc1ccc2c(c1)OCO2)C(=O)CNS(=O)(=O)c1ccccc1)NCc1ccco1
1. COc1ccc(C2NC(c3ccc(OC)cc3)C(c3ccccc3)C(=O)C2c2ccccc2)cc1 (stereo not drawn)
15. COc1ccc(S(=O)(=O)N2CCC(C(=O)N3CCCC3)CC2)cc1
9. CCCCCOc1ccc(CN2CCOCC2)cc1Cl
17. COC(=O)c1ccc2c(=O)n(CCCCCC(=O)NCc3ccc4c(c3)OCO4)c(=O)[nH]c2c1
2. COc1cc(/C=N/NC(=O)C(=O)NCC2CCCO2)ccc1O (stereo not drawn)
5. CCCOc1ccc(C(=O)NCCCn2ccnc2)cc1

Screen / compound no. | 8 | 1 | 15 | 9 | 17 | 2 | 5
12-hLO inh | -2.3% | 0.3% | 1.6% | -2.2% | -6.1% | -0.1% | 0.8%
15-hLO-2 inh | -0.6% | nt | 2.6% | 40.8%[activator] | ? | nt | 21.9%
PNC inhibitor | -27.5 | 34.0 | -6.1 | 47.5 | -26.4 | 23.1 | 16.8
IMPase cell inh | -2.4 | nt | 15.3 | 9.6 | -9.3 | nt | -3.7

(listing goes on)
cpd	compound	12-hLO inh	15-hLO-2 inh	PNC inhibitor	IMPase cell inh
21	CCOP(=O)(c1ccc(N(C)C)cc1)C(O)c1c(Cl)cccc1Cl (stereo not drawn)	0.1%	-2.5%[2.29 µM]	-15.3	0.3
22	COc1cc(NC(=O)c2ccco2)c(OC)cc1NC(=O)c1cc(OC)c(OC)c(OC)c1	-1.1%	-4.1%[11.4 µM]	14.9	0.6[1.84 µM]
23	COc1ccc(S(=O)(=O)Cc2ccc(C(=O)N3CCN(C4CCCCC4)CC3)o2)cc1	-2.6%	12.2%	-12.5	3.8
24	CCSC1=NC(C)(C)C=C(C)N1	1.2%	5.7%[11.4 µM]	-3.2	-4.9[1.84 µM]
25	COC(=O)CC1C(C)(C)C2(O)OC34CC2C(=O)[C@@]1(C)C3CC[C@]1(C)C4=CC(=O)OC1c1ccoc1 (stereo partly drawn)	1.5%	-4.3%	nt	nt
26	COC(=O)c1c(NC(=O)CSc2n[nH]c(N)n2)sc(C)c1C	0.2%	9.8%	?	5.0
27	O=c1c2ccccc2nnn1CSc1ccccc1F	0.3%	nt	20.5	nt
28	Cc1ccc(CC2(O)CC(C)N(C)CC2C)c(C)c1 (stereo not drawn)	-2.0%	-3.1%	-0.7	0.0
29	COc1cc(C(O)P(=O)(OC(C)C)c2ccc(N(C)C)cc2)cc(OC)c1OC (stereo not drawn)	-2.1%	-16.4%	-19.2	-5.0
30	Cc1cccc(-n2ncc3c(NCCCN4CCCC4=O)ncnc32)c1	-4.6%	-1.2%	13.0	-2.3
31	CN1C(=O)/C(=C/c2ccco2)SC1=Nc1ccc(N2CCOCC2)cc1	0.9%	nt	101.8	nt
32	Cn1c(=O)c(C(=O)Nc2ccccn2)c(O)c2ccccc21	-15.2%	-9.7%	54.7	-2.0
33	Cc1onc(-c2c(F)cccc2Cl)c1C(=O)Nc1cccc2nsnc12	-11.8%	0.5%	?	7.2
34	CN(C)S(=O)(=O)c1ccc(NC(=O)Cn2c(-c3ccccc3)noc2=O)cc1	2.1%	-1.2%	18.6	0.1
35	O=C(CSc1nc(-c2ccco2)cc(C(F)(F)F)n1)N1CCN(c2cccc(Cl)c2)CC1	-7.9%	nt	-0.4	-18.2
36	COC(=O)c1ccc(C(NC(=O)OCc2ccccc2)/C(I)=C/[C@@H](C)C(=O)NCC2CC2)cc1 (stereo partly drawn)	-0.8%	-3.6%	nt	nt
37	O=C(NCc1nnc2c3ccccc3c(-c3ccccc3)nn12)c1ccc(Cl)cc1	-1.6%	nt	-110.8*	nt
38	N=c1c(C(=O)NCC2CCCO2)cc2c(=O)n3ccccc3nc2n1Cc1cccnc1 (stereo not drawn)	-9.6%	-25.6%	-28.7	-14.9
39	CCOc1ccc(C(=O)Nc2ccccc2N2CCOCC2)cc1	-20.4%	2.5%	26.3	-21.1
40	CCCCCCn1c(SCCC)nc2c1c(=O)[nH]c(=O)n2C	0.7%	-6.8%	-85.7*	2.9
41	C=CCOc1c(Cl)cc(C2NC(=O)NC(C)=C2C(=O)OC)cc1Cl (stereo not drawn)	-2.3%	-0.9%	20.0	8.3
42	O=C(NNc1cccc(Cl)n1)c1ccc(Cl)nc1	-0.8%	nt	25.3	nt
43	CC(C)(C)NC(=O)CSc1nncn1NCc1c(Cl)cccc1Cl	-4.4%	nt	-100.0*	8.3
44	COc1cccc(NC(=O)c2ccccc2-c2nc(-c3ccccc3)no2)c1	-7.1%	-6.8%	44.5	6.6
45	COc1ccc(Oc2nnnn2-c2ccccc2)cc1	-1.1%	nt	?	-4.2[0.369 µM]
46	Cc1ccc(Cn2nc(C)c(NC(=O)c3cc(-c4ccc5c(c4)OCO5)on3)c2C)cc1	-10.8%	-1.3%	37.5	4.9
47	CCN1CCN(c2nc3c(C)cccn3c(=O)c2/C=C(\C#N)S(=O)(=O)c2ccc(C)cc2)CC1	-11.2%	32.9%[activator]	?	6.4
48	CCCCC(O)(CCCC)C(=O)NN(C(=O)OC)c1ccccc1	5.0%	nt	-29.4	nt
49	Cc1nc(Nc2ccccc2Cl)sc1C(=O)Nc1ccccc1	0.1%	nt	?	3.1
50	O=C(c1ccccc1NS(=O)(=O)c1ccc(Cl)cc1)N1CCc2ccccc21	-6.5%	nt	3.0	1.0
51	Cc1nc([N+](=O)[O-])c(Br)n1CC(=O)c1ccc(Cl)cc1	-27.4%	-1.9%	-14.2	7.8
52	C=CCSC1=NC(N)=C(C#N)C2(CCCCC2)C1C(N)=O (stereo not drawn)	-0.5%	-19.6%	25.2	?
53	O=C(COc1ccc(/C=N/NS(=O)(=O)c2ccccc2)cc1)Nc1ccc(F)cc1	-7.2%	-4.0%	12.2	2.4
54	CC(C)c1ccc(NC(=O)COc2ccc(F)cc2C(=O)c2cnn(-c3ccccc3)c2)cc1	0.3%	nt	-7.2	nt
55	Cn1c(-c2ccccc2)cc2c3no[n+]([O-])c3ccc21	-0.8%	-4.5%	?	5.1
56	O=S(=O)(NC1CCCC1)c1cccc(S(=O)(=O)N2CCC(n3nnc4ccccc43)CC2)c1	-6.1%	0.4%	?	4.1
57	CC1CC(C)(C)NC(=O)O1 (stereo not drawn)	-0.6%	-1.6%	4.2	-12.1
58	CCN1CCN(C(c2cccc(OC)c2)c2sc3nc(C)nn3c2O)CC1 (stereo not drawn)	2.3%	nt	?	-3.8
59	CC(C)CCNC(=O)c1ccc2nc[nH]c2c1	4.1%	4.3%	33.6	1.1
60	CCOc1ccc(-c2nc(N)ncc2-c2ccccc2)c(O)c1	-8.2%	4.8%	28.2	6.8

An excerpt from above in order of their number in PNC inhibitor, high to low:
item | molecule | 12-hLO inh | 15-hLO-2 inh | PNC inhibitor | IMPase cell inh
52 | C=CCSC1=NC(N)=C(C#N)C2(CCCCC2)C1C(N)=O (stereo not drawn) | -0.5% | -19.6% | 25.2 | ?
53 | O=C(COc1ccc(/C=N/NS(=O)(=O)c2ccccc2)cc1)Nc1ccc(F)cc1 | -7.2% | -4.0% | 12.2 | 2.4
57 | CC1CC(C)(C)NC(=O)O1 (stereo not drawn) | -0.6% | -1.6% | 4.2 | -12.1

(continued)
No.	SMILES	12-hLO inh	15-hLO-2 inh	PNC inhibitor	IMPase cell inh
61	CCN(CC)S(=O)(=O)c1ccc2c(c1)nc(SCC(=O)N1CCOCC1)n2-c1ccccc1OC	-4.8%	-4.7%	?	12.4
62	CCN(CC)C(=O)c1sc(NC(=O)c2ccco2)c(C#N)c1C	3.8%	nt	-2.3	3.8
63	CCn1c(SCC(=O)c2ccc(O)c(O)c2)nnc1-c1ccccc1	?	-5.8%	20.3	-2.6
64	CS(=O)(=O)c1ccc2nc(NC(=O)c3cccs3)sc2c1	3.0%	-2.9%	14.7	-5.9
65	c1ccc(-c2ccc(-c3cn4c(n3)CCC4)cc2)cc1	3.5%	32.6%[activator]	24.9	-0.5
66	CCOC(=O)c1ccc(-n2c(-c3ccco3)nc3ccccc3c2=O)cc1	-3.1%	7.7%	10.9	-10.0
67	COc1ccc(NC(=O)c2oc3ccccc3c2NC(=O)COc2ccccc2OC)c(OC)c1	-0.7%	-4.2%	48.1	-2.1
68	O=C(COC(=O)c1sc2ccccc2c1Cl)NCC1CCCCC1	-0.4%	nt	-15.6	-5.2
69	CCCC1=C(C(=O)OCC)C(c2cccs2)C(C#N)=C(N)O1 (stereo not drawn)	-29.1%	-5.9%	-23.6	-11.9
70	CCOC(=O)c1sc(C)c2c1NC1(CCCCC1)NC2=O	-2.7%	-3.2%	?	-8.6
71	Cn1nc(C(C)(C)C)c([N+](=O)[O-])c1C(=O)Nc1ccccc1	-2.2%	nt	?	nt
72	Cc1ccc(-n2nc(C)c(NC(=O)CCl)c2C)cc1	-2.2%	nt	-19.8	-7.6
73	CCCCN1C=CC(=C2N=c3cccc([N+](=O)[O-])c3=N2)C=C1	1.6%	nt	14.5	nt
